LYPLA1 counter: blocks human lysophospholipase 1, a PME1 counter-screen; AID 2174; actives 0.16% (n = 320,000); O75608; inhibition, % at 5.9 µM; recombinant LYPLA1, FP-Rh probe fluorescence polarization;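 active means inhibition above the mean of all tested compounds plus 3 SD, set per campaign, cut at about 14% in these data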;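 further: inhibitors block serine hydrolase probe labeling of LYPLA1 so polarization falls; 0% = enzyme with DMSO and 100% = wells lacking LYPLA1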
PAFAH1B3 inh: blocks human PAF acetylhydrolase 1B catalytic subunit 3; recombinant PAFAH1B3, FP-rhodamine probe, fluorescence polarization; inhibition, % at 3.39 µM; actives 0.28% (n = 340,000); AID 492972;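 active means inhibition above the screen-wide average of all tested compounds plus 3 SD, cut at about 25% in these data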;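 further: 0% = enzyme with DMSO only and 100% = wells lacking PAFAH1B3 protein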
PAFAH2 inh: PAFAH2 (human) inhibition. Q99487. inhibition, % at 3.39 µM. recombinant PAFAH2, FP-rhodamine activity probe, fluorescence polarization. AID 492956. actives 0.99% (n = 340,000);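 active means inhibition above the mean over all tested compounds plus 3 SD, cut at about 30% in these data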;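 further: inhibitors block probe labeling of enzyme so polarization drops; 0% = enzyme with DMSO and 100% = wells lacking PAFAH2 protein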
PREPL inhibitor: human PREPL enzyme inhibition; recombinant PREPL, fluorescence polarization activity-based probe; inhibition, % at 5.96 µM; actives 0.68% (n = 320,000); in the data active means inhibition above about 43%;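 further: 0% = enzyme with DMSO and 100% = wells lacking enzyme; many of its hits are not listed in these tables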
EBNA-1 inh: blocks EBNA-1 binding to DNA; actives 0.34% (n = 300,000); inhibition, % at 14.8 µM; EBNA-1 DNA binding, fluorescence polarization; in the data active means inhibition above about 28%
ZTA counter: blocks Epstein-Barr virus ZTA, an EBNA-1 counter-screen. P03206. actives 0.15% (n = 320,000). ZTA-DNA binding, fluorescence polarization. AID 2234. inhibition, % at 11 µM; in the data active means inhibition above about 33%
Target sequence (P03206 whole entry, looked up): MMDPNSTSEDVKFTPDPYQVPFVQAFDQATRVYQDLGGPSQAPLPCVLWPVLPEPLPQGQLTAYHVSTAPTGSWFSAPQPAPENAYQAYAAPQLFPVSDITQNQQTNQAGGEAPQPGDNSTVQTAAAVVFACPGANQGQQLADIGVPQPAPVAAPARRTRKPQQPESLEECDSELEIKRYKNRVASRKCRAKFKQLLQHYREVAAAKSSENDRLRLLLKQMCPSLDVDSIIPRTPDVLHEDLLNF
PAFAH1B2 inh: blocks human PAF acetylhydrolase 1b catalytic subunit 2; P68402; recombinant PAFAH1B2, FP-rhodamine activity probe, fluorescence polarization; inhibition, % at 3.39 µM; actives 1.2% (n = 340,000); AID 492953;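 active means inhibition above the mean of all tested compounds plus 3 SD, cut at about 24% in these data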;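 further: 0% = enzyme with DMSO and 100% = wells lacking PAFAH1B2; many of its hits are not listed in these tables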
pPAFAH inh: inhibitors of human plasma PAF acetylhydrolase (pPAFAH) | recombinant pPAFAH, FP-rhodamine probe fluorescence polarization | inhibition, % at 3.39 µM | actives 1.5% (n = 330,000);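 active means inhibition above the mean inhibition across the screen plus 3 SD, cut at about 25% in these data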;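 further: inhibitors block binding of the rhodamine activity-based probe so polarization drops; 0% = enzyme with DMSO and 100% = wells lacking pPAFAH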
Target sequence (Q13093 whole entry, looked up): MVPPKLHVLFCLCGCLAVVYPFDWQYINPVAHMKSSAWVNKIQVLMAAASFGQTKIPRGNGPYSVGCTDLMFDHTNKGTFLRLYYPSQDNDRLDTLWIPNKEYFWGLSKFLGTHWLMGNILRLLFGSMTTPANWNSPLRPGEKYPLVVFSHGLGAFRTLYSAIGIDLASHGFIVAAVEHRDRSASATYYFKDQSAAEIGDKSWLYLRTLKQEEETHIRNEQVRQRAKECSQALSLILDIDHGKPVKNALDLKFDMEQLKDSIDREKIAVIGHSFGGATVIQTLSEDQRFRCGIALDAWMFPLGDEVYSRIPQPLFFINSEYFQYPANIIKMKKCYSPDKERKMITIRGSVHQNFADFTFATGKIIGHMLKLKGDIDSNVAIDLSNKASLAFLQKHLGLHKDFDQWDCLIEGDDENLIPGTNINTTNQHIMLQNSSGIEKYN
LYPLA2 inh: counter-screen for PME1 inhibitors: inhibitors of human LYPLA2; O95372; recombinant LYPLA2, FP-Rh probe fluorescence polarization; inhibition, % at 5.9 µM; actives 0.38% (n = 320,000); AID 2177;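 active means inhibition above the screen-wide mean plus 3 SD, limit set per campaign, cut at about 26% in these data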;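 further: 0% = LYPLA2 with DMSO and 100% = wells lacking LYPLA2 enzyme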
Target sequence (O95372 whole entry, looked up): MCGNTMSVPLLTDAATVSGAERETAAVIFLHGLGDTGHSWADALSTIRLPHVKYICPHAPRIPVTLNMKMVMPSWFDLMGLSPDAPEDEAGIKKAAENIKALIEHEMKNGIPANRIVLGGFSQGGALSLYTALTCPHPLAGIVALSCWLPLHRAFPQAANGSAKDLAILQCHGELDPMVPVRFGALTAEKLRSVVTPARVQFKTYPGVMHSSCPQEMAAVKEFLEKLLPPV
Active calls of the source: *; . = not tested or not shown. The list is partial; count on the stated rates, not on these rows.

SMILES	LYPLA1 counter	PAFAH1B3 inh	PAFAH2 inh	PREPL inhibitor	EBNA-1 inh	ZTA counter	PAFAH1B2 inh	pPAFAH inh	LYPLA2 inh
O=S1(=O)NC2c3ccccc3CC2O1 (centres undefined)	-6	0	2	12	0	5	1	8	2
Cc1ccc(C(C(=O)NCc2ccco2)N(CC2CCCO2)C(=O)Cn2nnc3ccccc32)cc1 (centres undefined)	3	6	0	3	-3	-6	3	9	7
COC(=O)c1c(/N=C/N(C)C)sc2c1CCN(c1ncc(C(F)(F)F)cc1Cl)C2	0	2	2	5	1	-3	2	0	-4
Cc1ccc(NC(=S)NCc2ccc(S(N)(=O)=O)cc2)c(C)c1	3	6	-4	-4	8	-10	7	1	2
CCOc1ccc2nc(SCC(=O)NCc3ccccc3OC)[nH]c2c1	-2	10	-3	2	1	10	5	8	1
Cc1cc(C)n(Cc2cccc(C(=O)N/N=C/c3ccncc3)c2)n1	-1	2	7	-2	-8	-2	-2	2	-2
O=C(O)CCC(=O)NNC(=O)c1cccc(Cl)c1	-1	10	3	15	-4	-6	1	-6	-4
O=C(CSc1nnc(CNC(=O)c2cccs2)o1)Nc1ccc2c(c1)OCO2	2	3	2	-2	-3	-7	1	4	3
Cc1[nH]n(-c2c(Cl)cc(Cl)cc2Cl)c(=O)c1C=Nc1ccc(S(=O)(=O)N2CCOCC2)cc1	1	2	-4	-1	-6	-4	0	4	1
CC[C@]12c3[nH]c4ccccc4c3CCN1C(=O)C(CC(=O)NCCCN(C)C)C[C@@H]2C(=O)N1CCN(C(=O)c2ccco2)CC1 (some centres undefined)	.	9	-2	12	.	.	-1	4	.
CCOC(=O)N1CCC(NC(=O)c2cc3ccccn3n2)CC1	3	0	-1	8	-14	-18	3	1	2
O=C(O)c1ccn(COc2ccc(Br)cc2)n1	1	-6	-3	-1	-6	-12	4	6	4
O=C(OCC(=O)N1CCc2ccccc21)c1ccc(Cl)nc1	-2	6	28	4	11	11	2	11	5
Cc1ccc(C(C)C)c(OCCCN2CCc3ccccc3C2)c1	2	-1	-5	6	-6	-9	-1	-1	0
O=C(NCCO)/C(=C/c1ccco1)NC(=O)c1ccco1	-3	3	-2	9	-2	-1	5	-6	-2
COc1ccc(O)c(C(=O)c2cnc3c(c2)c(-c2ccc(F)cc2)c(C#N)c(=O)n3C)c1	-7	-12	-7	15	-2	-24	-4	3	-4
Cc1ccc(S(=O)(=O)c2nc(S(=O)(=O)c3ccc(C)cc3)c(NCc3ccco3)s2)cc1	-4	-3	-3	3	1	6	-1	-7	-5
O=C(COC(=O)c1ccc(OC(F)(F)F)cc1)Nc1ncccn1	.	-1	15	6	.	.	1	25*	.
COc1cc(CC(=O)N2CCN(C(=O)C3CCCO3)CC2)cc(OC)c1OC (centres undefined)	.	11	-1	10	.	.	3	5	.
COc1ccc(-n2nc3ccc(N)cc3n2)cc1Cl	8	15	10	14	1	-16	6	6	9
O=C1CC(c2ccc(Cl)cc2)CC(O)=C1C=NCCN1CCNCC1 (centres undefined)	0	.	.	28	2	0	.	6	-3
CCOC(=O)c1c(-c2ncc(C(F)(F)F)cc2Cl)noc1C	-2	7	6	3	3	-7	9	4	-2
Cc1ccsc1/C=C(\C#N)C(=O)NCc1cccnc1	3	11	3	2	1	-2	5	1	-6
COc1ccc(NC(=O)Cn2nc(C)c([N+](=O)[O-])c2C)cn1	1	13	-3	1	-1	2	-1	4	5
CC(C(=O)Nc1ccc(S(N)(=O)=O)cc1)N1CCc2ccccc21 (centres undefined)	-3	3	-4	8	6	4	1	-2	7
N#CCCN(Cc1cccnc1)C(=O)Nc1cccc(Cl)c1	1	8	-5	19	-13	-17	3	0	-1
CCCCCC(=O)N1CC2(CC(c3cccc(NC(=O)c4ccccc4)c3)=NO2)C[C@@H]1C(N)=O (some centres undefined)	0	6	-5	20	3	7	1	0	0
O=C(Oc1ccc(C(=S)N2CCOCC2)cc1)c1cc([N+](=O)[O-])cc([N+](=O)[O-])c1	-6	4	5	2	2	-8	3	3	-1
C[C@]12CC[C@@H]3c4ccc(O)cc4[C@@H](O)C[C@H]3[C@@H]1CC[C@@H]2O	0	.	.	-2	-6	0	.	4	-4
O=C(CN1C(=O)C2C3CC(C(Br)C3Br)C2C1=O)N1CCOCC1 (centres undefined)	-2	1	1	4	5	2	6	2	1
CN(Cc1ccccc1)C(=O)COC(=O)CCC(=O)c1ccc(F)cc1	.	9	10	13	.	.	1	10	.
Cc1ccsc1C(=O)NNC(=O)c1ccccc1F	.	3	1	14	.	.	-3	2	.
Cc1cc2c(c(=O)n1Cc1cccnc1)C(c1cccs1)C(C#N)=C(N)O2 (centres undefined)	-2	-2	-1	-4	8	2	4	-1	3
COc1ccc2c(c1)C(=O)CC(O)(C(F)F)O2 (centres undefined)	2	-1	-2	-3	5	13	4	0	8
O=C(CCCNC(=O)c1ccc(Cl)cc1)Nc1ccccc1F	-1	10	-1	-1	5	5	6	0	-2
COC(=O)c1ccc(NC(=O)CSc2n[nH]c(-c3ccncc3)n2)cc1	-2	-3	-3	-7	2	-4	-2	-3	3
O=C(Nc1ccccc1)c1ccc(Br)o1	4	9	2	1	0	-6	-3	3	3
COc1ccc(NC(=O)N2CCCc3ccccc32)cc1	1	7	7	-4	10	17	5	3	-2
O=C(NCC(c1ccco1)N1CCCC1)c1cc(S(=O)(=O)N2CCOCC2)ccc1Cl (centres undefined)	4	6	4	12	.	-4	4	1	1
CC(C)c1cc(=O)n2[nH]c(N)nc2n1	4	5	-2	3	-8	-23	-2	1	4
CC(C)n1cc(CN2CCC(C(=O)Nc3cccc(-c4cccc(Cl)c4)c3)CC2)cn1	-5	9	4	-44	1	13	-1	11	-1
O=C1c2ccccc2C(=O)c2c1ncn2-c1ccccc1	-3	6	6	5	-4	13	-3	5	-6
Cc1noc(NS(=O)(=O)c2ccc(NC(=O)C(F)(F)F)cc2)c1C	-2	5	-11	-2	-1	-7	0	-5	-4
Cc1cc(C)n(-c2nc(C(=O)O)cs2)n1	-1	.	.	1	0	6	.	-1	-3
O=C(c1cccc(Cl)c1)N1CCN(C(=O)c2ccco2)CC1	2	3	-11	3	9	1	5	-3	10
Cc1onc(-c2c(Cl)cccc2Cl)c1COC(=O)c1ccc(Cl)cc1[N+](=O)[O-]	-5	4	-6	1	11	16	-2	7	1
COC(=O)c1cc(S(=O)(=O)NCc2ccccc2)c[nH]1	0	5	-1	3	0	-1	3	5	0
Cc1cccn2c(=O)c3cc(C(=O)NC4CCCCC4)n(C)c3nc12	1	2	-8	6	3	-15	-1	-2	-1
CCCOc1ccc(-c2c(C(=O)N/N=C/C3CC=CCC3)nnn2-c2nonc2N)cc1 (centres undefined)	-3	-1	2	-5	9	6	-2	-2	1
Cc1ccc(NC(=O)COC(=O)C(NS(=O)(=O)c2ccc(Cl)cc2)C(C)O)cc1 (centres undefined)	-2	-4	-3	-5	8	7	0	6	0
The results go on:
SMILES	LYPLA1 counter	PAFAH1B3 inh	PAFAH2 inh	PREPL inhibitor	EBNA-1 inh	ZTA counter	PAFAH1B2 inh	pPAFAH inh	LYPLA2 inh
O=C(Nc1ccc(O)cc1)/C(=C\c1cccs1)NC(=O)c1ccccc1	-2	8	2	1	-17	1	-2	-5	-2
O=C(CCc1nc2ccccc2[nH]1)Nc1ccc2c(c1)OCO2	-1	4	2	7	-4	7	2	13	1
CC1(C)NC(=O)N(CCCOc2ccc(Br)cc2Cl)C1=O	-2	9	-1	8	7	15	7	7	0
O=c1oc2c(Cl)cc(Cl)cc2cc1-c1nnc(Nc2ccccc2F)s1	-2	.	.	-4	3	13	.	2	-3
CCCCn1c(N)c(N(CCC(C)C)C(=O)CSc2nnc(C)s2)c(=O)[nH]c1=O	1	9	-4	19	10	20	-1	-5	8
COC(=O)Cn1c(O)c(N=NC(=O)CNC(=O)c2ccncc2)c2ccccc21	0	6	-1	16	-18	-20	0	1	-2
COC(=O)c1ccccc1NC(=O)Nc1c(C)n(C)n(-c2ccccc2)c1=O	-1	1	-8	-4	10	4	3	-1	-4
CSc1nc2n(n1)C(c1cccs1)C1=C(CCCC1=O)N2 (centres undefined)	-1	-1	9	10	2	-11	1	4	-3
OCC[C@@H]1C[C@@H](O)[C@H](O)[C@]2(CCCCO2)O1	0	15	1	-2	0	-3	0	-1	-11
CCc1ccc(-n2c(=O)c3c(C)c(C)sc3n(CC(=O)NCC3CCCO3)c2=O)cc1 (centres undefined)	-2	10	-1	-1	-6	-15	0	4	1

Structural class, those above with a cyano group.
SMILES	LYPLA1 counter	PAFAH1B3 inh	PAFAH2 inh	PREPL inhibitor	EBNA-1 inh	ZTA counter	PAFAH1B2 inh	pPAFAH inh	LYPLA2 inh
COc1ccc(O)c(C(=O)c2cnc3c(c2)c(-c2ccc(F)cc2)c(C#N)c(=O)n3C)c1	-7	-12	-7	15	-2	-24	-4	3	-4
Cc1ccsc1/C=C(\C#N)C(=O)NCc1cccnc1	3	11	3	2	1	-2	5	1	-6
N#CCCN(Cc1cccnc1)C(=O)Nc1cccc(Cl)c1	1	8	-5	19	-13	-17	3	0	-1
Cc1cc2c(c(=O)n1Cc1cccnc1)C(c1cccs1)C(C#N)=C(N)O2 (centres undefined)	-2	-2	-1	-4	8	2	4	-1	3

(list continues)
SMILES	LYPLA1 counter	PAFAH1B3 inh	PAFAH2 inh	PREPL inhibitor	EBNA-1 inh	ZTA counter	PAFAH1B2 inh	pPAFAH inh	LYPLA2 inh
CC(NC(=O)CN1c2cccc3cccc(c23)S1(=O)=O)c1ccc(S(N)(=O)=O)cc1 (centres undefined)	0	4	6	5	-3	3	-6	17	2
Nc1nonc1C(=O)NCCNC(=O)c1ccccc1F	0	5	5	-2	-2	-5	-2	3	6
O=C(CCNC(=O)c1ccco1)Nc1cccc(C(F)(F)F)c1	0	5	7	-2	2	-4	3	-2	0
COc1ccc(S(=O)(=O)N2CCOCC2)cc1NC(=O)c1sccc1C	3	-3	10	6	.	22	-1	3	3
COc1ccccc1C(=O)c1nc2ccccc2n1C	-4	9	7	14	-6	-22	-1	4	-1
Cc1ccc(CNC(=O)c2ccccc2N(C)S(C)(=O)=O)cc1	-4	.	.	3	9	2	.	5	-1
Cc1cc(SCC(=O)NCCCN2CCCC2=O)nc2ccccc12	4	2	1	22	.	10	19	0	4
O=C(NCCc1nc(-c2ccccc2Cl)no1)C1CCCCC1	-3	-13	-1	10	1	-6	-1	-1	-3
CCOc1ccc(-c2cc(CCCC(=O)Nc3cc(OC)ccc3OC)no2)cc1	-2	9	-4	13	20	10	-1	9	6
COCC(C)n1c(SCC(=O)NC(=O)NCc2ccccc2)nc2ccccc2c1=O (centres undefined)	.	16	3	-2	.	.	3	9	.
CCOc1cc(C(=O)OCC(=O)c2c(N)n(C)c(=O)n(C)c2=O)cc(OCC)c1OCC	1	2	-1	-1	76*	-1	-2	2	-2
Clc1cccc(-c2cc3nc4c(c(N5CCN(c6cnccn6)CC5)n3n2)CCCC4)c1	2	-4	6	14	-1	5	6	-3	-8
CN1C(C(=O)NCC2CC2)CC2Cn3c(nc4cc5ccccc5cc43)C21 (centres undefined)	-3	5	6	6	3	5	9	2	0
COc1ccc2nc(/C=N/NC(=O)[C@H](CCSC)NC(=O)OC(C)(C)C)ccc2c1	2	3	4	-25	7	10	-6	4	5
c1ccc2c(N3CCCCC3)nc(N3CCCC3)nc2c1	4	13	-4	21	-19	-1	3	4	1
CC(=O)c1c(C)[nH]c(C(=O)OCC(=O)NCc2ccc(Cl)cc2)c1C	-1	3	3	-2	.	-9	1	-3	-2
CCN(Cc1ccccc1)S(=O)(=O)c1cn(C)cn1	0	5	0	10	-6	3	6	5	3
O=C(CN1C(=O)NC2(CCSC2)C1=O)N1CCN(c2ccc(F)cc2)CC1 (centres undefined)	3	9	-13	35	-15	-11	1	1	3
CCOCCCn1c(C)nc2c(c1=O)c1nc3ccccc3nc1n2-c1ccc2c(c1)OCCO2	1	.	.	-1	-4	4	.	2	-2

Assay outcomes as filed in PubChem.
